Screening data: PubChem BioAssay, SRMLSC
SK-BR-3 tox 24h = SK-BR-3 proliferation inhibitors; SK-BR-3 viability, CellTiter-Glo ATP luminescence, 24 h; hits give low values; viability, % at 10 µM; AID 847; hit rate 0.47% among 41,000;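 active = viability at or below the median of all test compounds minus 3 SD, in both replicates if run twice, cut at about 45% in these data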;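 also: 100% = median untreated cell wells and 0% = median positive control drug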
An asterisk follows results filed as active.

SMILES | SK-BR-3 tox 24h
Cc1ccc(C(=O)CSc2nnc(-c3ccco3)n2CC2CCCO2)cc1 (configuration not stated) | 92
COc1cccc(-c2noc(C3CCCN(C(=O)Cc4ccccc4)C3)n2)c1 (configuration not stated) | 95
O=C(NCC1COc2ccccc2O1)c1ccc(NC(=O)C2CCCO2)cc1 (configuration not stated) | 87
CCNC(=O)COn1c(SCC(=O)NCC)nc2ccccc2c1=O | 121
Cc1nc2ncnn2c(C)c1CCC(=O)NCCC1=CCCCC1 | 91
COc1ccc(C2(C(=O)NCC3CCCO3)CCOCC2)cc1 (configuration not stated) | 101
CCCCCCC(=O)NCC(=O)OCC(=O)c1ccccc1 | 75
CC(=O)N1c2c(cc(Br)cc2S(=O)(=O)NCC2COc3ccccc3O2)CC1C (configuration not stated) | 110
O=C(Nc1ccccc1)Nc1ccccc1C(=O)NCc1ccco1 | 96
CC(C)=CC(=O)Nc1ccc(Br)cc1 | 99
O=[n+]1c2c(n([O-])c3cc(Br)ccc31)CCC2 | 100
CCCOc1ccc(/C(O)=C2/C(=O)C(=O)N(CCN(C)C)C2c2ccc(O)c(OC)c2)cc1 (configuration not stated) | 102
CSc1nc(=NC(C)=O)ss1 | 101
COC(=O)c1cn(-c2ccccc2)nc1-c1cccnc1 | 119
Cc1c(N(C)C)nc2ccccc2c1N | 91
COc1ccc(-c2nc(C#N)c(NCCc3ccccc3)o2)cc1OC | 57
COc1cc(S(=O)(=O)N(Cc2ccco2)C2CCCC2)ccc1-n1cnnn1 | 82
C=CCN(C(=O)CNS(=O)(=O)c1ccccc1)C(C(=O)NCCOC)c1ccncc1 (configuration not stated) | 80
CCOC(=O)c1coc(CNC(=O)c2c(C)oc3c2CCCC3)c1 | 90
O=c1[nH]c2sc3c(c2c(=O)n1Cc1ccccc1)CCC3 | 85
O=C(C1CC1)N1CCN=C1SCc1ccc(Cl)cc1 | 51
CCOC(=O)C1CCCN(C(=O)c2cncc(Br)c2)C1 (configuration not stated) | 89
C=CCSc1nnc2c(n1)OC(c1cccnc1)N(C(C)=O)c1ccccc1-2 (configuration not stated) | 77
CCOC(=O)C(NC(=O)OC(C)C)(Nc1nccs1)C(F)(F)F (configuration not stated) | 84
Cc1ccc(S(=O)(=O)N(C)CC(=O)N2CCOCC2)cc1 | 87
CCn1c(CNC(=O)c2ccc(OC)c(OC)c2)nnc1SCC(=O)c1ccc(OC)cc1 | 87
Cc1sc(-n2c(C)ccc2C)c(C#N)c1C | 104
Nc1ncnc2c1ncn2CCNCCc1ccccc1 | 111
CCOc1nc(C)ccc1-c1noc(-c2ccco2)n1 | 91
CN1CC2(Cc3c1ccc1ccccc31)C(=O)OC(C)(C)OC2=O | 91
Cc1cc(NCc2ccccc2)nc(-c2ccccc2O)n1 | 95
O=C(NCc1ccccn1)C1CCCN(S(=O)(=O)c2ccccc2)C1 (configuration not stated) | 100
COc1ccc(C)cc1NC(=O)NCCC1=CCCCC1 | 88
COc1cc(C2C3CN(C)CC=C3C(C#N)=C(N)C2(C#N)C#N)ccc1OC(C)C (configuration not stated) | 80
CC1=C(C#N)C(c2ccc3ncccc3c2)C(C#N)=C(C)N1 | 85
Cc1cc(C)nc(/N=C2\NC(=O)CC3C(=O)NCCN23)n1 (configuration not stated) | 91
CCOC(=O)C1=C(N)n2c(s/c(=C\c3cccs3)c2=O)=C(C(=O)OCC)C1c1cccs1 (configuration not stated) | 78
CC(=O)c1ccc(NC(=O)Cn2nc(C)cc2C)cc1 | 141
CCC1C(=O)N=C(SCC(=O)Nc2cccc3ccccc23)NC1=O (configuration not stated) | 86
CSCC[C@H](NC(=O)OC(C)(C)C)C(=O)N1CCC(C(=O)N[C@@H](C)C(=O)O)CC1 | 91
CC(=O)c1ccc(OC(=O)C2CC(=O)N(c3cccc(C)c3)C2)cc1 (configuration not stated) | 86
Cc1cc2c(c(=O)n1Cc1cccnc1)C(c1ccccc1)C(C#N)=C(N)O2 (configuration not stated) | 90
COc1ccc(C2C(C(=O)N3CCN(c4ccccc4)CC3)c3ccccc3C(=O)N2C)cc1OC (configuration not stated) | 89
CCOc1ccc(C(=O)Nc2ccc(N3CCN(C)CC3)cc2)cc1Br | 84
CSc1nnc2c3cc(C)ccc3n(Cc3ccccc3)c2n1 | 89
Cc1ccc2[nH]c3c(N4CCOCC4)ncnc3c2c1 | 85
CCCCOc1ccc(C(O)(CCC)CCN2CCOCC2)cc1 (configuration not stated) | 85
C=C(C)Cn1c(SCCCO)nc2c1c(=O)[nH]c(=O)n2C | 105
O=C1c2ccccc2NC(c2cnc3ccccc3n2)N1O (configuration not stated) | 79
Cc1cccc(N2CCN(C(=O)c3cc4n(n3)C(C(F)(F)F)CC(c3ccco3)N4)CC2)c1C (configuration not stated) | 97

Other entries follow:
SMILES | SK-BR-3 tox 24h
CN1[C@@H](CC(=O)c2ccccc2)CCC[C@H]1C[C@H](O)c1ccccc1 | 87
N#CC(C#N)=c1ccc2c(c1)NC1(CCCCC1)N=2 | 52
N#CC1=C(N)Oc2n[nH]c(-c3cccs3)c2C1c1ccco1 (configuration not stated) | 88
CCOC(=O)C1CCN(c2cc(=O)n(C3CCCCC3)c(=O)[nH]2)CC1 | 74
CC(C)CCOCC(=O)Nc1cccc(C(=O)O)c1 | 85
COc1cccc(NC(=O)C2C3CC4OC(=O)C2C4C3)c1 (configuration not stated) | 94
COC(=O)c1cc(NC(=O)CC2SCCNC2=O)cc(C(=O)OC)c1 (configuration not stated) | 84
COc1cccc(-c2nnc(SCC(=O)N(C(C)C)C(C)C)o2)c1 | 84
Cc1ccc(CS(=O)(=O)Cc2ccc(C(=O)NCc3ccco3)o2)cc1 | 52
O=C(CCS(=O)(=O)Cc1ccccc1)NCc1ccco1 | 91
C=CCOC(=O)C1=C(C)NC(SCC(=O)NC(=O)OCC)=C(C#N)C1c1cccnc1 (configuration not stated) | 75
COc1cccc(NC(=O)C2CC(=O)N=C(N)S2)c1 (configuration not stated) | 110
O=C(Oc1cccc(N2C(=O)CCC2=O)c1)C1CC(=O)N(c2ccc(Br)cc2)C1 (configuration not stated) | 98
Cn1c(=O)oc2cc(S(=O)(=O)N3CCN(c4cccc(Cl)c4)CC3)ccc21 | 53
CCCOc1ccc(Cn2c(O)cc(=O)[nH]c2=O)cc1 | 82
COC(=O)NC1(C(F)(F)F)NC(=O)N(C2CCCCC2)C1=O (configuration not stated) | 86
Cc1cc(C(=O)CN2C(=O)c3ccccc3S2(=O)=O)c(C)n1-c1ccccc1 | 85
CCOC(=O)c1ccc(NS(=O)(=O)CC)cc1 | 97
O=c1[nH]cnc2c1cnn2Cc1ccccc1 | 89
O=C(CCn1nnc(-c2cccs2)n1)NC1CCCCC1 | 87
CCc1cc2cc(C)cc(C)c2nc1SCC(=O)N1CCN(C(=O)c2ccco2)CC1 | 85
C(=N\n1cnnc1)/c1cccc(Oc2ccccc2)c1 | 102
CCOC(=O)Cn1c(SC)nc2sc3c(c2c1=O)CC(C)(C)OC3 | 94
O=C(CCN1CCc2ccccc2C1)Nc1cccc(F)c1 | 93
COCCNC(=O)C1CC(=O)N(CCc2ccccc2)C1 (configuration not stated) | 87
CSc1ccc(CN2CCC(O)CC2)cc1 | 91
CCC(CO)NCCNC(CC)CO (configuration not stated) | 90
CCCOC(=O)Nc1cc(OC)c(Cl)cc1OC | 110
Cc1nnc(NC(=O)C2(c3ccccc3)CCOCC2)s1 | 92
Cc1ccc2c(c1)N(CC(=O)NC1CCCCC1C)C(=O)CO2 (configuration not stated) | 104
c1cc2[nH]snc2c2nc(C3CC3)nc12 | 85
CC1(C)CC(=O)C2=C(C1)Oc1nc3ccccc3cc1C2C(C#N)C#N (configuration not stated) | 126
O=C(CSc1nc2c(c(=O)n1-c1ccc(Br)cc1)SCC2)Nc1nccs1 | 68
CCOC(=O)c1ccc(Nc2ncnc3nc[nH]c23)cc1 | 93
CN(C)c1ccc(CNn2cnnc2SCc2ccccc2F)cc1 | 80
Cc1ccc(C)n1-c1ccc(C(=O)N2CCOCC2)cc1 | 88
CCOc1cccc(-c2nnc3sc(C4CCCCC4)nn23)c1 | 60
COc1ccc(OC)c(-c2nc3c(C)n[nH]c(=O)c3[nH]2)c1 | 106
CCc1ccccc1NS(=O)(=O)c1cc(C)ccc1OC | 83
COc1cc(C(=O)Nc2nc3ccc(S(=O)(=O)N4CCOCC4)cc3s2)cc(OC)c1OC | 88

Two of the compounds above, with tabs.
molecule	SK-BR-3 tox 24h
CCOc1ccc(C(=O)Nc2ccc(N3CCN(C)CC3)cc2)cc1Br	84
CSc1nnc2c3cc(C)ccc3n(Cc3ccccc3)c2n1	89

Carrying on:
SMILES | SK-BR-3 tox 24h
Cc1ccc(-n2nnc3c(=O)oc4ccccc4c32)cc1 | 86
O=C(c1ccco1)N1CCN(C(=O)c2cc(-c3ccccn3)nc3ccc(Cl)cc23)CC1 | 87
COc1cccc(-c2nnc(NC(=O)Cc3cccs3)s2)c1 | 91
Nc1cc(N)nc(SCC(=O)Nc2ccc(Br)cc2Cl)n1 | 99
C/C(=C1/SC(N2CCOCC2)=NC1=O)c1ccc(Cl)cc1 | 90
Nc1nc(SCC(=O)NCc2ccccc2)n[nH]1 | 91
CCOC(=O)N1CCN(C2CC(=O)N(c3ccc(C)cc3)C2=O)CC1 (configuration not stated) | 90
Cc1ccc(S(=O)(=O)N2CCN(C(=O)c3cccc(F)c3)CC2)cc1 | 96
Cn1nnnc1SCC(=O)N1c2ccccc2Sc2ccc(Cl)cc21 | 82
CC1(C(=O)O)CCC(C(=O)Nc2ccccc2)C1(C)C (configuration not stated) | 92
CCc1nc(N2CCOCC2)c(C#N)c2c1COC(C)(C)C2 | 69
O=C(NC12CC3CC(CC(C3)C1)C2)C1CCCN1C(=O)NC1CCCCC1 (configuration not stated) | 76
CC(=O)Nc1cccc(NC(=O)CCn2cnc3cc(C)c(C)cc32)c1 | 109
Cc1cc(N2CCN(C(=O)c3ccco3)CC2)n2nc(C)c(-c3ccc(Cl)cc3)c2n1 | 66
O=C(NCCCn1ccnc1)Nc1cccc(Cl)c1 | 90
CCCC(=O)Nc1cc(C)c(NC(=O)c2ccncc2)cn1 | 104
COc1ccc(CC(=O)NCc2nnc(SCC(=O)N3CCN(c4ccccc4)CC3)n2C)cc1 | 102
O=C1CN(C(=O)c2ccc(Br)o2)C(c2ccc(F)cc2)c2cc(Cl)ccc2N1 (configuration not stated) | 65
C=CCOC(=O)C1=C(C)Nc2nnnn2C1c1cc(OC)ccc1OC (configuration not stated) | 111
CN(Cc1ccccc1)Cc1ccccc1F | 70
CCC(Sc1nncn1C)C(=O)Nc1ccccc1OC (configuration not stated) | 102
O=C(Nc1cccc(NC(=O)c2ccco2)c1)c1ccc2c(c1)OCO2 | 95
Cn1c(NCC2CCCO2)nc2c1c(=O)n(Cc1ccccc1)c(=O)n2C (configuration not stated) | 91
NC(=O)c1cnn2c(C(F)(F)F)cc(-c3ccc(F)cc3)nc12 | 81
Cc1cc(NC(=O)COc2ccc(Cl)cc2Cl)n(CCC#N)n1 | 70
COc1cc(S(=O)(=O)N2CCCC3(CCCCC3)C2)ccc1-n1cnnn1 | 82
O=C(NC1CC1)c1scc2c1OCCO2 | 89
C=CCN(CC=C)C(=O)c1ccncc1 | 93
CCOc1ccccc1N1CCN(C(=O)Nc2cccc(Cl)c2)CC1 | 83
CCN(CC)C(=O)C1CCCN(Cc2ccc(F)c(F)c2)C1 (configuration not stated) | 100
Cc1cc(C)n(-c2nnc(C)n2/N=C/c2ccccc2F)n1 | 110
COc1ccccc1C1CC(c2ccc(F)cc2)Nc2ncnn21 (configuration not stated) | 85
CCc1cc2c(NCC3CCCO3)ncnc2s1 (configuration not stated) | 108
COCCn1nnnc1CN1C2CCCC1CC(NC(C)=O)C2 (configuration not stated) | 97
O=c1oc2ccccc2n1CSC1=NCCS1 | 79
Cc1cc(=O)oc2cc(OCCSCCN3CCOCC3)ccc12 | 76
CCn1c(N)c(C(=O)N2CCOCC2)sc1=S | 85
O=C1C(=O)N(CCCn2ccnc2)C(c2cccnc2)/C1=C(/O)c1ccc(Cl)cc1 (configuration not stated) | 115
Nc1ccc(S(=O)(=O)Nc2ncccn2)cc1 | 73
C=CCn1c(CCNC(=O)c2ccccc2F)nnc1SCC(=O)Nc1nc(C)cs1 | 102
C=CCOc1cccc(C2/C(=C(/O)c3ccc(C)cc3)C(=O)C(=O)N2CCN2CCOCC2)c1 (configuration not stated) | 103
CCN(CC)c1ccc(NC(=O)c2cc(OC)cc(OC)c2)c(C)c1 | 94
COc1ccc(-c2nnc(CSc3nc4ccccc4c(=O)n3C)o2)cc1OC | 82

Structures from the list above that contain a furan ring, fused or not (14):
SMILES | SK-BR-3 tox 24h
Cc1ccc(C(=O)CSc2nnc(-c3ccco3)n2CC2CCCO2)cc1 (configuration not stated) | 92
O=C(Nc1ccccc1)Nc1ccccc1C(=O)NCc1ccco1 | 96
COc1cc(S(=O)(=O)N(Cc2ccco2)C2CCCC2)ccc1-n1cnnn1 | 82
CCOC(=O)c1coc(CNC(=O)c2c(C)oc3c2CCCC3)c1 | 90
CCOc1nc(C)ccc1-c1noc(-c2ccco2)n1 | 91
Cc1cccc(N2CCN(C(=O)c3cc4n(n3)C(C(F)(F)F)CC(c3ccco3)N4)CC2)c1C (configuration not stated) | 97
N#CC1=C(N)Oc2n[nH]c(-c3cccs3)c2C1c1ccco1 (configuration not stated) | 88
Cc1ccc(CS(=O)(=O)Cc2ccc(C(=O)NCc3ccco3)o2)cc1 | 52
O=C(CCS(=O)(=O)Cc1ccccc1)NCc1ccco1 | 91
CCc1cc2cc(C)cc(C)c2nc1SCC(=O)N1CCN(C(=O)c2ccco2)CC1 | 85
O=C(c1ccco1)N1CCN(C(=O)c2cc(-c3ccccn3)nc3ccc(Cl)cc23)CC1 | 87
Cc1cc(N2CCN(C(=O)c3ccco3)CC2)n2nc(C)c(-c3ccc(Cl)cc3)c2n1 | 66
O=C1CN(C(=O)c2ccc(Br)o2)C(c2ccc(F)cc2)c2cc(Cl)ccc2N1 (configuration not stated) | 65
O=C(Nc1cccc(NC(=O)c2ccco2)c1)c1ccc2c(c1)OCO2 | 95

These rows are one share of the data; the hit share may differ from the screen's.
